# KOR beta-arrestin-1: KOR antagonists, beta-arrestin recruitment, cell-based, luminescence, uHTS (AID 1778) | KOR beta-arrestin recruitment, luminescence, antagonist mode; higher % means a stronger effect | one-dose inhibition, % at 10 µM; IC50 in µM for titrated hits | actives 0.091% (n = 290,000); in the data active means inhibition above about 50%; further: strong numbers were not always called active
# KOR beta-arrestin-2: KOR agonists, beta-arrestin recruitment, primary screen, cell-based, luminescence, uHTS (AID 1777) | one-dose activation, % at 10 µM; EC50 in µM for titrated hits | actives 0.02% (n = 280,000) | KOR beta-arrestin recruitment, luminescence; higher % means a stronger effect; in the data active means activation above about 50%, passing the limit was not always enough; further: a part of the inactive calls stands beside numbers as strong as those of hits
# Siah-1 displacement: blockers of Siah-1 interaction with plectin peptide – biochemical, fluorescence polarization, rhodamine-plectin, uHTS, primary screen (AID 1817). actives 0.02% (n = 290,000). Siah-1 / rhodamine-plectin peptide fluorescence polarization; higher % means a stronger effect. displacement, % at 20 µM, or IC50 in µM where a hit was titrated;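 active means displacement of at least 50% at 20 µM, with a fluorescence ratio check between 0.3 and a set limit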;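 further: plate controls were Siah plus tracer with DMSO for no effect and tracer alone without Siah for full effect; strong numbers were not always called active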
# HIV peptide binding: inhibitors of HIV fusion peptide binding, primary screen, biochemical, uHTS, fluorescence dequenching (AID 1986) | cell-free peptide binding, fluorescence dequenching, 30 min; higher % means a stronger effect | one-dose inhibition, % at 20 µM; IC50 in µM for titrated hits | actives 0.3% (n = 290,000); in the data active means inhibition mostly above about 52%, no sharp cut-off; inactive means mostly below about 76%; further: some results filed as inactive read as strong as hits
# NOD1 NF-kB reporter: NOD1 signaling inhibitors, primary screen, cell-based, luminescence, uHTS (AID 1578). one-dose inhibition, % at 4 µM; EC50 in µM for titrated hits. NOD1-driven NF-kB luciferase reporter cells, luminescence; higher % means a stronger effect. actives 1% (n = 290,000); in the data active means inhibition mostly above about 36%, no sharp cut-off; inactive means mostly below about 34%;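 further: HEK-293T reporter cells stimulated with the NOD1 agonist gamma-tri-DAP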
# AID2073: inhibitors of Mint1-CaV2.2 protein interaction, biochemical, HTRF (AID 2073). actives 0.19% (n = 290,000). inhibition, % at 20 µM; hits with a dose series show IC50 in µM. HTRF protein-protein interaction, Mint1-CaV2.2; higher % means a stronger effect; in the data active means inhibition mostly above about 51%, no sharp cut-off; further: some results filed as inactive read as strong as hits
# GPR35 arrestin U2OS: inhibition of zaprinast-stimulated GPR35 beta-arrestin translocation – imaging, U2OS, beta-arrestin-GFP, zaprinast agonist, primary screen (AID 2058); U2OS GPR35 beta-arrestin-GFP translocation imaging, zaprinast antagonism; higher % means a stronger effect; actives 0.052% (n = 290,000); one-dose inhibition, % at 10 µM; IC50 in µM for titrated hits;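 active means inhibition of at least 50% with at least 30 cells and total cytoplasm GFP at most 10,000,000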
# GPR55 activation: selective activators of receptor GPR55 – imaging, U2OS cells, beta-arrestin-GFP redistribution, primary screen (AID 1961); actives 0.048% (n = 290,000); U2OS GPR55 beta-arrestin-GFP redistribution imaging; higher % means a stronger effect; one-dose activation, % at 10 µM; EC50 in µM for titrated hits;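 active means activation above 40% with more than 50 cells counted in the well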;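 further: U2OS osteosarcoma cells stably expressing GPR55 and beta-arrestin-GFP; plate controls were DMSO negative control for no effect and LPI positive control for full effect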
# GPR55 antagonists: GPR55 antagonists blocking LPI-driven arrestin recruitment, primary screen, imaging, U2OS, beta-arrestin-GFP, LPI agonist (AID 2013). U2OS GPR55 beta-arrestin-GFP translocation imaging, LPI antagonism; higher % means a stronger effect. actives 0.13% (n = 290,000). inhibition, % at 10 µM, or IC50 in µM where a hit was titrated;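 active means spots per cell inhibited over 60%, with over 100 cells counted and total cytoplasm intensity under 500,000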;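 further: U2OS cells stably carrying GPR55 and arrestin-GFP stimulated by 5 µM LPI near EC80; imaged beta-arrestin-GFP aggregate spots per cell after agonist stimulation; plate controls were LPI-stimulated DMSO wells for no effect and DMSO wells without LPI for full effect; some results filed as inactive read as strong as hits; confirmed hits need IC50 under 10 µM and bright autofluorescent wells are also inconclusive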
# The depositor's hits bear a star; nt = not tested or not shown; [ ] = dose if it differs, or a comment. Some of the compounds tested; count on the stated rates, not on these rows.
GPR55 activation	KOR beta-arrestin-2	Siah-1 displacement	HIV peptide binding	NOD1 NF-kB reporter	GPR35 arrestin U2OS	GPR55 antagonists	mol	AID2073	KOR beta-arrestin-1
0.0%	-1.2%	2%	2.7%	-15%	-8%	8%	O=C(Cc1nnc(NC(=O)c2cccc([N+](=O)[O-])c2)s1)NCc1ccccc1	3%	22%
-0.2%	0.4%	8%	0.8%	-35%	-11%	-6%	Cc1cc(C(=O)OCC(=O)NC(C)c2ccccc2)c(C)o1 (configuration not stated)	1%	-22%
-0.2%	-4.0%	0%	-1.3%	5%	23%	-2%	O=CN1CCCN(Cc2nc(Cc3ccccc3F)no2)CC1	13%	-13%
-0.1%	7.6%	-3%	-1.3%	22%	10%	-4%	COc1cccc(CN2CCN(Cc3cc(OC)c(OC)cc3OC)CC2)c1	9%	-25%
0.3%	-1.8%	5%	3.8%	-4%	20%	17%	CNC(=O)CSc1nnc(COc2ccc(Cl)cc2)n1CCOC	-4%	5%
-0.2%	-0.6%	7%	-0.8%	-27%	-6%	8%	NNC(=O)CNC(c1ccccc1)c1cc(Br)ccc1NC(=O)c1cccc(Cl)c1 (configuration not stated)	-1%	21%
-0.1%	1.2%	-3%	1.9%	-12%	2%	22%	COc1cc(/C=C/C(=O)OCC(=O)NC(=O)NC2CCCCC2)ccc1OC(F)F	-1%	-2%
0.2%	-3.7%	4%	-1.2%	-17%	-4%	12%	COc1cc(/C=N/NC(=O)c2ccncc2)ccc1OC(=O)c1cc(OC)c(OC)c(OC)c1	-2%	-5%
-0.1%	-0.9%	1%	-2.8%	-22%	2%	2%	O=C(COC(=O)/C=C/c1cccs1)NC(=O)Cc1ccccc1	5%	-11%
-0.3%	11%	2%	2.8%	-1%	16%	-7%	O=C1CC(C(=O)O)S/C(=N\NC(=O)c2ccc(F)cc2)N1 (configuration not stated)	2%	-38%
0.2%	nt	11%	-1.2%	-34%	7%	14%	Cc1nc2ccccc2c2nc(NC(=O)C(F)(F)F)nn12	-1%	2%[20 µM]
0.5%	0.3%	0%	2.3%	25%	-8%	0%	CN(CCc1ccccn1)C(=S)Nc1cccc(S(=O)(=O)N(C)C)c1	-9%	-6%
1.6%	4.7%	-1%	-0.3%	-28%	7%	-3%	CCOC(=O)C1CCN(CCC(=O)Nc2ccc(Cl)cc2)CC1	3%	-32%
-0.1%	-1.5%	2%	-0.8%	-18%	-6%	-4%	CC1(C)N(O)CC(c2cccs2)=[N+]1[O-]	4%	-2%
0.1%	-8.9%	6%	0.7%	-39%	29%	6%	CSc1ncnc2c1cnn2-c1ccc(C)cc1C	2%	9%
-0.3%	-6.5%	-7%	-3.3%	-26%	2%	-2%	Cc1ccc(N=C2NC(=O)c3cccc([N+](=O)[O-])c32)cc1	-1%	-8%
-0.1%	-4.5%	2%	0.8%	-4%	-1%	1%	CC1(C)N(OCc2ccccc2)C(=O)C(=O)N(OCc2ccccc2)C1(C)C	14%	13%
-0.2%	-2.5%	6%	8.7%	-34%	16%	6%	CCSc1nnc(NC(=O)/C=C/c2ccco2)s1	21%	-20%
0.7%	2.6%	-5%	-1.5%	-25%	-4%	21%	Cn1c(=O)c(C(=O)COC(=O)c2cc(C(F)(F)F)nc3c(C(F)(F)F)cccc23)c(N)n(CC2CC2)c1=O	8%	-41%
-0.1%	-4.1%	-5%	-1.5%	-10%	-1%	1%	Cc1c(C)c2ccc(OCC(=O)Nc3ccc(CN4CCOCC4)cc3)cc2oc1=O	30%	-34%
-0.4%	4.5%	-2%	0.6%	-37%	7%	-9%	O=C(/C=C/c1ccc(F)cc1)N1CCN(S(=O)(=O)/C=C/c2ccccc2)CC1	19%	-29%
1.3%	11%	13%	40%	-8%	-2%	-1%	O=C1/C(=C/c2ccco2)SC(=S)N1CC1CCCO1 (configuration not stated)	27%	5%
-0.1%	-0.3%	-4%	1.2%	64%*	2%	18%	S=C(N/N=C/c1ccc(Cl)cc1)N1CCOCC1	-18%	-46%
-0.4%	-2.1%	7%	-0.4%	-29%	6%	6%	CC1CN(C(=O)COC(=O)c2ccc(Cl)c(S(=O)(=O)N3CCCCC3)c2)CC(C)O1 (configuration not stated)	13%	-10%

# Three compounds from above, ordered by their value in GPR55 activation, high to low:
GPR55 activation	KOR beta-arrestin-2	Siah-1 displacement	HIV peptide binding	NOD1 NF-kB reporter	GPR35 arrestin U2OS	GPR55 antagonists	mol	AID2073	KOR beta-arrestin-1
-0.1%	-0.3%	-4%	1.2%	64%*	2%	18%	S=C(N/N=C/c1ccc(Cl)cc1)N1CCOCC1	-18%	-46%
-0.3%	-6.5%	-7%	-3.3%	-26%	2%	-2%	Cc1ccc(N=C2NC(=O)c3cccc([N+](=O)[O-])c32)cc1	-1%	-8%
-0.4%	-2.1%	7%	-0.4%	-29%	6%	6%	CC1CN(C(=O)COC(=O)c2ccc(Cl)c(S(=O)(=O)N3CCCCC3)c2)CC(C)O1 (configuration not stated)	13%	-10%

# New compounds follow:
GPR55 activation	KOR beta-arrestin-2	Siah-1 displacement	HIV peptide binding	NOD1 NF-kB reporter	GPR35 arrestin U2OS	GPR55 antagonists	mol	AID2073	KOR beta-arrestin-1
-0.4%	nt	-3%	-2.2%	2%	16%	10%	CC(=O)CCC(=O)OCC(=O)c1ccc(C(F)(F)F)cc1	-6%	5%
0.0%	-4.6%	6%	0.7%	-5%	-8%	-1%	Cc1ccc(NC(=O)c2ccc(NC(=O)c3ccccc3)cc2)cc1C	6%	24%
-0.2%	4.6%	6%	0.7%	-1%	-3%	12%	O=C(C1CC1)N1CCN=C1SCc1ccccc1Cl	6%	12%
0.0%	0.6%	2%	7.5%	-2%	4%	12%	O=C(Cn1ccc2ccccc2c1=O)N1CCN(Cc2ccc3c(c2)OCO3)CC1	-4%	8%
-0.2%	-4.5%	1%	-0.2%	14%	-12%	-1%	COc1cccc(NC(=O)C2CCCN(S(=O)(=O)c3ccc(-n4cnnn4)cc3)C2)c1 (configuration not stated)	0%	-13%
0.3%	0.6%	6%	-1.2%	-10%	18%	7%	CCCC1N2CC3([N+](=O)[O-])CN1CC([N+](=O)[O-])(C2)C3(C)C (configuration not stated)	2%	-24%
0.0%	6.0%	-2%	4.1%	-28%	7%	8%	CCc1cccc(NC(=O)Cn2ncn3c(cc4ccccc43)c2=O)c1	9%	2%
-0.4%	-1.5%	14%	-0.5%	-18%	-6%	3%	Cc1ccc(CN2CCN(Cc3ccc4cccc(F)c4n3)CC2CCO)cc1 (configuration not stated)	-5%	-87%[20 µM]
0.0%	0.9%	-1%	0.9%	-12%	-1%	12%	CCOC(=O)c1c(N)nn(C(=O)C(C)C)c1-c1ccc(OC)cc1	-3%	8%
-0.1%	4.5%	-8%	8.5%	-21%	-8%	0%	O=C1OC(c2ccccc2)=N/C1=C\C=C\c1ccco1	46%	-2%[20 µM]
-0.2%	3.4%	4%	2.3%	10%	8%	11%	COc1ccc(C(=O)c2ccc(OC)cc2O)c(O)c1	10%	5%
-0.1%	-3.1%	8%	18%	-6%	16%	1%	COc1ccc2[nH]cc(/C=C/c3cc[n+](C)cc3)c2c1	16%	-14%
0.2%	nt	0%	1.1%	-29%	-5%	3%	COc1ccc(-c2nc(CN(Cc3cnn(C)c3)C(C)C)c(C)o2)c(OC)c1	2%	-34%[20 µM]
-0.4%	1.2%	7%	2.2%	-27%	0%	-7%	CC1CN(c2snnc2C=C2C(=O)OC(C)(C)OC2=O)CC(C)O1 (configuration not stated)	6%	-41%
-0.1%	3.4%	1%	1.6%	nt	0%	15%	Cc1cc(/C=N/NC(=O)c2cccc([N+](=O)[O-])c2)c(C)n1-c1ccc(Cl)cc1Cl	4%	-45%
-0.1%	-6.4%	1%	0.2%	-20%	8%	-4%	CCc1ccc(S(=O)(=O)Nc2ccc(Cl)cn2)cc1	0%	26%[20 µM]
-0.1%	-5.7%	-1%	-0.1%	6%	0%	-3%	Cc1cccc(C)c1OCC(=O)Nn1c(=O)[nH]c2ccccc2c1=O	7%	6%[20 µM]
-0.2%	2.0%	9%	-1.4%	0%	3%	-5%	CC(C)c1ccc(NC2CCCN(C(=O)c3ccoc3)C2)cc1 (configuration not stated)	-4%	-8%
-0.1%	7.8%	-4%	-2.7%	2%	12%	0%	CC(C)(C)NC(=O)C(c1ccsc1)N(CCc1ccccc1)C(=O)Cn1nnc2ccccc21 (configuration not stated)	-2%	7%
0.3%	2.3%	13%	0.3%	-12%	0%	2%	Cc1ccc2oc(=O)c3cc(C(=O)N4CCN(C(=O)c5ccco5)CC4)sc3c2c1	4%	-21%
0.1%	0.7%	2%	-1.8%	-4%	9%	10%	CCC(=O)NCCc1nc2ccccc2n1Cc1ccc(C)cc1	25%	6%
-0.2%	1.9%	-4%	-2.9%	40%	-2%	6%	O=C(COC(=O)CCS(=O)(=O)c1ccc(Cl)cc1)NCCc1ccc(Cl)cc1Cl	0%	-18%
0.2%	1.9%	-2%	1.0%	-40%	9%	10%	CCC(=O)NC(Cc1ccccc1)c1nc2ccccc2[nH]1 (configuration not stated)	-7%	-22%
-0.1%	2.4%	-1%	0.3%	1%	6%	3%	O=C(Nc1cccc(NC(=O)c2cccc(F)c2)c1)c1ccccc1	12%	6%
-0.1%	-7.5%	2%	5.6%	16%	-1%	-2%	CC(C)(C)n1nc2c(c1NC(=O)c1ccc(Br)o1)CS(=O)C2 (configuration not stated)	36%	6%
-0.1%	-0.9%	1%	-2.0%	-6%	9%	18%	Cc1[nH]c(=O)[nH]c(=O)c1/C=N/NC(=O)[C@@H](NC(=O)OC(C)(C)C)C(C)C	0%	-3%
-0.1%	-7.3%	1%	-0.2%	27%	4%	17%	COC(=O)c1sc(NC(=O)c2ccc(Cn3cc(Cl)cn3)o2)c(C#N)c1C	37%	-38%
0.0%	5.1%	4%	-3.1%	3%	-11%	2%	CC(C)(C)c1csc(Sc2ncccc2[N+](=O)[O-])n1	-17%	18%
-0.3%	-4.4%	-4%	-2.3%	-6%	28%	4%	CCn1cc([N+](=O)[O-])c(C(=O)N2CCN(C(=O)c3ccco3)CC2)n1	5%	-16%
0.0%	3.6%	0%	-1.3%	-1%	15%	7%	O=C(c1ccc(Cl)cc1Cl)N1CCSCC1	6%	18%
-0.1%	1.9%	2%	-0.4%	-34%	-14%	2%	CS(=O)(=O)N(CC(=O)NCCSC1CCCCC1)c1ccc2c(c1)OCO2	-4%	24%
0.1%	4.0%	1%	0.7%	-14%	-2%	12%	O=C(Nc1ccc2c(c1)Cc1ccccc1-2)c1ccncc1	2%	-17%

# Screening data: PubChem, Sanford-Burnham Center for Chemical Genomics
